ALOX15B inhib – 15-hLO-2 (ALOX15B) enzyme inhibition; 110,000 tested, 0.56% active; purified 15hLO-2, xylenol orange hydroperoxide absorbance; AID 881; Potency, µM (doses to about 57.1 µM), without a hit: at the top dose activity change, negative = inhibition, actives largely listed as inhibitors; also: potency is read from the fitted curve at half-maximal effect; nearly all actives have a fitted effect of over 60% in size; many of its hits are not listed in these tables
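Screening format was qHTS against 50 nM purified 15hLO-2 in Hepes pH 7.5 with detergent. Activity follows hydroperoxide formation from 45 uM arachidonic acid, measured as 573:405 nm absorbance ratio of the ferric-xylenol orange complex.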
IMPase inh – cell-permeable inhibitors of inositol monophosphatase (IMPase) | CHO-M1 cells, IP1 accumulation, HTRF TR-FRET ratio | inhibition (IP1 accumulation), % at 46.1 µM | 120,000 tested, under 10 active | AID 901; active = well fitted curve in the direction sought with a large enough effect in the signal ratio, not every such curve was filed as active; inconclusive = small, poorly fitted or top-dose-only effect, or a change in a side signal; inactive = no such curve, though single readings can be large or run the other way; the % refers to the signal ratio;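 also: cells stimulated with carbachol in lithium chloride buffer; plate controls were DMSO basal wells for no effect and reference inhibitor wells for full effect; higher means more IMPase inhibition seen as more IP1 and lower FRET ratio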
Target sequence (P97697 whole entry, looked up): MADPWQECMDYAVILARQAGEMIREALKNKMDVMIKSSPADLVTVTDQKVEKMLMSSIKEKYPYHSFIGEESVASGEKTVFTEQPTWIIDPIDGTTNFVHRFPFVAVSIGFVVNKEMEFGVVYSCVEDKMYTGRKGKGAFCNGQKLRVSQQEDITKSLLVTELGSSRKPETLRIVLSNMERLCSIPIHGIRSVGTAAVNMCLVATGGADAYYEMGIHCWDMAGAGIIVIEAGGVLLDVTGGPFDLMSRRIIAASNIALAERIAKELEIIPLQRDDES
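CHO-M1, 2000 cells/well, cultured 16–30 h; cpd up to 46 uM; carbachol (50 uM solution, stimulation buffer w/ 50 mM LiCl, pH 7.4), 30 min 37C; IP-One TR-FRET, 10 min RT; Ex 320/Em 665, 620; Hill-fit AC50.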
12-hLO inh – blocks human 12-lipoxygenase activity. Potency, µM (series often up to 57.1 µM), for inactives: top-dose activity change, negative = inhibition, usual class: inhibitors. P18054. 150,000 tested, 0.12% active. purified 12-hLO, xylenol orange hydroperoxide absorbance; also: potency is read from the fitted curve at half-maximal effect; nearly all actives have a fitted effect of over 55% in size; many of its hits are not listed in these tables
Target sequence (P18054 whole entry, looked up): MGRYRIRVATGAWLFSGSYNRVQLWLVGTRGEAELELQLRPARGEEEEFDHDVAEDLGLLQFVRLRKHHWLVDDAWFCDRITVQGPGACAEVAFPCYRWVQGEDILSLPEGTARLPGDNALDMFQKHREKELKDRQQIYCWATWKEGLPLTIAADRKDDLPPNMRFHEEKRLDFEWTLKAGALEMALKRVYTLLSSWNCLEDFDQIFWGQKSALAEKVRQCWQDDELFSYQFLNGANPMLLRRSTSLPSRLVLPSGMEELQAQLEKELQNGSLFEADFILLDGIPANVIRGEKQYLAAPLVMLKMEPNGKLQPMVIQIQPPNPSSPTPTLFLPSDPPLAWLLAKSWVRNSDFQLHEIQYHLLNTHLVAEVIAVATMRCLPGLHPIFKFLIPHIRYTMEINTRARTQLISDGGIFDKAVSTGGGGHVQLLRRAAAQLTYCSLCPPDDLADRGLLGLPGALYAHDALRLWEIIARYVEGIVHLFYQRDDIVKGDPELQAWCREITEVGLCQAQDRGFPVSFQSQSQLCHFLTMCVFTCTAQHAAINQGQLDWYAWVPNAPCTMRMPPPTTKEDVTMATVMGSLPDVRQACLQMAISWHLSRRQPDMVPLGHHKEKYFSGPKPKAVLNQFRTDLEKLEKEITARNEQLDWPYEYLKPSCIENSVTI
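150 nM 12hLO, 25 mM Hepes pH 7.0 + 0.01% Triton X-100; cpd preinc 15 min RT; 40 uM arachidonic acid, 30 min RT; Fe-XO 30 min; A573/A405 ratio as read-out.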
PNC inhibitor – perinucleolar compartment assembly inhibition; PC3M PTB-GFP, PNC prevalence imaging, 16 h; stronger effect = lower value; activity change (PNC), negative = inhibition, % at 10 µM; 140,000 tested, 3.1% active; AID 2417;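 active = readout at or below -70, meaning at least 70% loss of cells showing the perinucleolar compartment, a nuclear body marking cancer cells; inconclusive = readout between -30 and a set limit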;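 also: plate controls were DMSO wells for no effect and camptothecin positive control wells for full effect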
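Read-out is percentage of cells bearing a perinucleolar compartment, from automated 20x imaging of fixed, Hoechst-stained PC3M PTB-GFP cells. Cells were seeded 4 h, then exposed 16 h to compound (23 nl of library stock) in duplicate plates.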
* = called active by the depositor; ? = inconclusive; · = not tested or not shown; [ ] = remark or other dose. Unless noted, calls follow the shape of the dose curve; as a rule, active = well fitted curve in the direction sought with a large enough effect; inconclusive = small, poorly fitted or top-dose-only effect, or another doubt; inactive = no such curve, though single readings can be large; an effect the other way counts as inactive or inconclusive. Unless noted, % is scaled to controls: 0 for no effect and ±100 for the full control effect.

Structure | ALOX15B inhib | IMPase inh | 12-hLO inh | PNC inhibitor
CCCN(CCC)CCCNC(=O)CC1Nc2ccccc2NC1=O (stereo not given) | 32%[activator] | 7 | 9% | 1
CCOc1ccc(N=Nc2c(=O)[nH]n3c(=O)cc(C)[nH]c23)cc1 | · | 22 | -1% | 7
CC(C)(C)c1nc2c(Br)cc(Br)cc2c(=O)o1 | · | 5 | 2% | -19
CC(C)CC(=O)Nc1nnn(C)n1 | -8% | 1 | -1% | 1
O=C(O)CCc1c2ccc(=O)c(O)c-2oc2c(O)c(O)ccc12 | ? | · | -29%[11.4 µM] | ·
COc1ccccc1N/C(N)=N/c1nc(CSc2ccc(C)cc2)cc(=O)[nH]1 | 13% | -10 | -2% | 15
Nc1[nH]nc2nc3ccccc3nc12 | -9% | ? | -3% | ·
CCOC(=O)C1CCC(CN(Cc2ccccc2C)S(=O)(=O)c2ccc([N+](=O)[O-])cc2)CC1 (stereo not given) | · | · | -1% | 20
Cc1ccc(C(=O)Nc2nc(=O)n(C(=O)c3ccccc3Cl)s2)cc1 | -26% | -3 | -6% | 38
CC(C)CC(=O)N(c1ccc(F)cc1)C1C=CS(=O)(=O)C1 (stereo not given) | 2% | 4 | 5% | 49
CCc1cccc2c(C#N)cn(CC(=O)NCCOC)c12 | -4% | 14 | -4% | ?
CCC1=C2CC[C@H]3C(=O)N(CC)C(=O)[C@H]3[C@H]2[C@@]2(C)C(=O)N(CC(=O)OC)C(=O)N2C1=O | 24% | · | -3% | ·
Cn1nnc2cc(C(=O)NCCC3=CCCCC3)ccc21 | 3% | -3 | 1% | 3
CCC(=O)Nc1ccccc1Sc1ncnc2scc(-c3ccccc3)c12 | · | · | -5% | 6
CC(=O)NC1=NN(C(C)=O)C(c2cccs2)S1 (stereo not given) | · | 2 | 5% | -100*
Cc1ccc(CSCC(=O)N2CCN(Cc3ccc4c(c3)OCO4)CC2)cc1 | · | 5[0.0738 µM] | 1% | -25
Cc1ccc(S(=O)(=O)Nc2ccccc2C(=O)OC(C)C(=O)Nc2ccc3ccccc3c2)cc1[N+](=O)[O-] (stereo not given) | · | · | 0% | ?
CCCCN(c1ccccc1)c1ncnc2c1cnn2C | -3%[11.4 µM] | · | 1%[11.4 µM] | ·
Cc1ccc(S(=O)(=O)NC2=NCN(CCc3ccccc3)CN2)cc1 | -10% | -9 | 0% | 18
O=C(O)c1ccccc1-c1ccccc1C(=O)Nc1ccc2c(c1)Cc1cc(F)ccc1-2 | -4%[11.4 µM] | · | -4%[11.4 µM] | ·
Cc1cccc2c(=O)cc(C)n(CC(=O)N3CCCCC3)c12 | -2% | 6 | 1% | 4
CCCC(=O)Nc1nnc(CC(=O)N2CCCC2)s1 | -3% | 3 | 0% | ?
O=C(NCCS(=O)CCNC(=O)C(F)(F)F)C(F)(F)F | 7% | 1 | 3% | ?
O=C(NCC(c1cccnc1)N1CCN(c2ccccc2F)CC1)C1CCCCC1 (stereo not given) | -3% | 2 | -1% | -2
O=C1CC(c2ccc(S(=O)(=O)NCc3ccncc3)cc2)CN1 (stereo not given) | -3% | 5 | -2% | 35
O=C(/C=C/c1c[nH]c2ccccc12)c1cccc2ccccc12 | · | 21 | -2% | ?
C=CCNCCOc1c(C)cc(C)cc1Cl | · | · | 1% | ?
CCC(C)(C)NC(=O)CN(Cc1cccs1)C(=O)C(=O)Nc1ccc2c(c1)OCCO2 | 2% | 10 | 8% | 7
Cc1ccc(N2C(=O)CC(C3CCCO3)C2=O)cc1 (stereo not given) | 3% | -6 | 0% | -29
O=C(O)CC[C@@]1(c2ccccc2)NC(=O)NC1=O | -4%[11.4 µM] | · | -1%[11.4 µM] | ·

Some of these compounds in order of the IMPase inh value, rising.
structure	ALOX15B inhib	IMPase inh	12-hLO inh
CC(C)(C)c1nc2c(Br)cc(Br)cc2c(=O)o1	·	5	2%
Cc1cccc2c(=O)cc(C)n(CC(=O)N3CCCCC3)c12	-2%	6	1%
CCC(C)(C)NC(=O)CN(Cc1cccs1)C(=O)C(=O)Nc1ccc2c(c1)OCCO2	2%	10	8%

Later entries:
Structure | ALOX15B inhib | IMPase inh | 12-hLO inh | PNC inhibitor
O=C(O)c1cc(N(Cc2ccccc2O)Cc2cc(O)ccc2O)ccc1O | -20%[0.0915 µM] | · | -9%[0.00818 µM] | ·
CCCc1cc(C(=O)NNC(=S)NCc2ccccc2)cs1 | 14% | -13 | -26% | -3
Cc1ccc(C(=O)c2cc([N+](=O)[O-])ccc2N2CCCCC2)cc1C | · | · | -5% | ?
Cc1ccccc1N=C1SC(CC(=O)Nc2ccc3ccccc3c2)C(=O)N1Cc1ccccn1 (stereo not given) | · | · | -8% | 28
Cc1ccc(S(=O)(=O)N2CCCCC2)cc1NC(=O)CCOc1ccccc1 | · | 2 | -4% | -11
Cc1ccc(S(=O)(=O)C2C(=O)N(C)C3(C)CC2c2ccccc2O3)cc1 (stereo not given) | · | 14 | 0% | 55
Cc1cccc(C)c1C(OCCN(C)C)C1CCCCC1 (stereo not given) | · | · | -1% | 8
CCCC(=O)Nc1ccc2c(c1)C(=O)NC2=O | 2% | -8 | -3% | ?
CC(C)(C)c1nnc2sc(SCC(=O)c3cccs3)nn2c1=O | -6% | -4 | -8% | 5
Cc1cc(C(=O)NCc2cccs2)n(-c2ccccc2)n1 | 8% | 0 | 3% | 48
Cc1c(Cl)cccc1N(CC(=O)O)S(C)(=O)=O | -4% | 12 | 0% | 4
COc1cc(OC)cc(C(=O)Nn2cc(C(=O)N3CCN(C)CC3)c3ccccc3c2=O)c1 | 0% | 4 | -6% | -14
O=C(Nc1nc2ccccc2s1)c1cc(-c2ccco2)nc2ccccc12 | · | 4 | 1% | 4
CCC(CC)C(=O)N1c2ccc(F)cc2CCC1C (stereo not given) | -6% | -12 | -2% | 16
COc1ccc(OCCCC(=O)NC(C)c2ccccc2)cc1 (stereo not given) | 6% | 3 | -1% | 6
Cc1nc2nc(C)c(CCC(=O)N3CCN(c4ccccn4)CC3)c(C)n2n1 | 4% | 2 | -5% | -26
COc1ccc(-c2cnnc(N/N=C/c3c(C)nn(-c4ccccc4)c3Cl)n2)cc1 | · | · | -2% | -14
COc1ccc(C2=NOC(C(=O)N3CCN(c4ccccc4OC)CC3)C2)cc1 (stereo not given) | 9% | 15 | 0% | ?
Cc1ccc(S(=O)(=O)N2CCC(C(=O)OCC(=O)N3CC(=O)Nc4ccccc43)CC2)cc1 | 3% | 4 | -9% | -12
O=C(Nc1cccc(F)c1)NC1CC2CCCC(C1)N2C1CC1 (stereo not given) | 9% | 1 | -1% | 6

(next part)
Screens by letter: A = ALOX15B inhib; B = IMPase inh; C = 12-hLO inh; D = PNC inhibitor
> Nc1c(C(=O)N2CCCCC2)sc(=S)n1-c1ccccc1
  A: -13%; B: -6; C: -6%; D: ?
> Cc1cc2n(c1)CCn1c(C)ccc1-2
  A: -11%; B: -7; C: -8%; D: -20
> COc1ccccc1N1CCN(C[C@@H](O)COc2cccc3ccccc23)CC1
  A: 50%[activator]; B: 7; C: -20%; D: ·
> COc1ccc(OC)c(NC(=O)C2CCCN(S(=O)(=O)c3cccc4nsnc34)C2)c1 (stereo not given)
  A: -4%; B: -6; C: 1%; D: 63
> CC(OC(=O)c1cc2c(ccc3ccccc32)oc1=O)c1nc2ccccc2s1 (stereo not given)
  A: ·; B: 12; C: -1%; D: 4
> CCN(CC)CCNC(=O)c1c(C)n(-c2ccccc2)c2cc(Br)c(OC)cc12
  A: 19%; B: 6; C: 1%; D: 10
> COc1ccc(C(C(=O)NC2CCCC2)N(C(=O)c2snc(-c3ccc(F)cc3)c2N)c2ccccc2)cc1 (stereo not given)
  A: -8%; B: 0; C: 11%; D: 9
> Cc1cccc(C2CC(c3ccccc3)Nc3ncnn32)c1 (stereo not given)
  A: 49%[activator]; B: 2; C: 3%; D: 34
> CC(=O)C1C(c2cccc(Oc3ccccc3)c2)NC(=O)NC1(O)C(F)(F)F (stereo not given)
  A: 10%; B: -2; C: 3%; D: 62
> O=C(Cn1nnc(-c2ccccc2NC(=O)C2CC2)n1)NC1CCCCC1
  A: -5%; B: 10; C: 3%; D: 26
> CCC(C(=O)Nc1cc(C)nn1-c1nc(C)cc(C)n1)c1ccccc1 (stereo not given)
  A: 43%[activator]; B: 9; C: 2%; D: 34
> CNC(=O)C12CCC(C)(c3nc4cc(C)c(C)cc4nc31)C2(C)C (stereo not given)
  A: 2%; B: -6; C: -3%; D: 31
> Cc1cccc(NC(=O)C23CCC(C)(C2Br)C3(C)C)c1 (stereo not given)
  A: 1%; B: 5; C: 3%; D: 47
> NCC1CCC(C(=O)O)CC1 (stereo not given)
  A: 8%; B: 3[20.6 µM]; C: -1%; D: ·
> COc1ccc2nc(C)cc(SCC(=O)N/N=C/c3ccccc3)c2c1
  A: ·; B: ·; C: -6%; D: 33
> COc1ccc(Cn2c(N)c(C#N)c3nc4ccccc4nc32)cc1OC
  A: -8%; B: -7; C: -7%; D: 14
> COc1ccccc1Nc1nc(N)nc(CSc2nccc(C)n2)n1
  A: -4%; B: 19; C: -7%; D: -3
> COc1ccccc1NS(=O)(=O)c1ccc(Cl)cc1
  A: -2%; B: -1; C: -3%; D: 32
> Cc1nc(C(C)(C)O)n(-c2ccccc2)n1
  A: 2%; B: ?; C: -1%; D: 0
> COc1cc(CC(=O)OCC(=O)Nc2cc([N+](=O)[O-])ccc2Cl)cc(OC)c1OC
  A: ·; B: ·; C: 1%; D: 37
> O=C(c1cccc(Br)c1)c1conc1C(=O)c1ccco1
  A: ·; B: ·; C: 1%; D: -114*
> CCC(=O)NCCCOc1ccccc1
  A: -4%; B: 4; C: -5%; D: 19
> O=C(OCCN=C1NS(=O)(=O)c2ccccc21)c1cccnc1
  A: -2%; B: 8; C: -5%; D: 20
> CCOC(=O)/C(=N\Nc1ccc(Cl)cc1)c1csc(Nc2ccccc2)n1
  A: -20%; B: 3; C: -16%; D: 2

In the list so far, 14 have an aryl methoxy group.
Screens by letter: A = ALOX15B inhib; B = IMPase inh; C = 12-hLO inh; D = PNC inhibitor
> COc1ccccc1N/C(N)=N/c1nc(CSc2ccc(C)cc2)cc(=O)[nH]1
  A: 13%; B: -10; C: -2%; D: 15
> COc1cc(OC)cc(C(=O)Nn2cc(C(=O)N3CCN(C)CC3)c3ccccc3c2=O)c1
  A: 0%; B: 4; C: -6%; D: -14
> COc1ccc(OCCCC(=O)NC(C)c2ccccc2)cc1 (stereo not given)
  A: 6%; B: 3; C: -1%; D: 6
> COc1ccc(-c2cnnc(N/N=C/c3c(C)nn(-c4ccccc4)c3Cl)n2)cc1
  A: ·; B: ·; C: -2%; D: -14
> COc1ccc(C2=NOC(C(=O)N3CCN(c4ccccc4OC)CC3)C2)cc1 (stereo not given)
  A: 9%; B: 15; C: 0%; D: ?
> COc1ccccc1N1CCN(C[C@@H](O)COc2cccc3ccccc23)CC1
  A: 50%[activator]; B: 7; C: -20%; D: ·
> COc1ccc(OC)c(NC(=O)C2CCCN(S(=O)(=O)c3cccc4nsnc34)C2)c1 (stereo not given)
  A: -4%; B: -6; C: 1%; D: 63
> CCN(CC)CCNC(=O)c1c(C)n(-c2ccccc2)c2cc(Br)c(OC)cc12
  A: 19%; B: 6; C: 1%; D: 10
> COc1ccc(C(C(=O)NC2CCCC2)N(C(=O)c2snc(-c3ccc(F)cc3)c2N)c2ccccc2)cc1 (stereo not given)
  A: -8%; B: 0; C: 11%; D: 9
> COc1ccc2nc(C)cc(SCC(=O)N/N=C/c3ccccc3)c2c1
  A: ·; B: ·; C: -6%; D: 33
> COc1ccc(Cn2c(N)c(C#N)c3nc4ccccc4nc32)cc1OC
  A: -8%; B: -7; C: -7%; D: 14
> COc1ccccc1Nc1nc(N)nc(CSc2nccc(C)n2)n1
  A: -4%; B: 19; C: -7%; D: -3
> COc1ccccc1NS(=O)(=O)c1ccc(Cl)cc1
  A: -2%; B: -1; C: -3%; D: 32
> COc1cc(CC(=O)OCC(=O)Nc2cc([N+](=O)[O-])ccc2Cl)cc(OC)c1OC
  A: ·; B: ·; C: 1%; D: 37

Source: PubChem BioAssay (National Center for Advancing Translational Sciences (NCATS))

This is a subset; count on the stated rates, not on these rows.
